High-throughput results from PubChem.
Wnt bcat act: Wnt/beta-catenin pathway activation. Wnt/beta-catenin reporter cell assay, activator, plate reader. actives 1.2% (n = 300,000). AID 743398. activation, % at 9.35 µM; in the data active = activation above about 30%, passing the limit was not always enough; inconclusive = no clear call, values can overlap the other calls;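 also: 0% = neutral control wells and 100% = positive control wells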
Rtt109 Vps75: blocks Candida albicans Rtt109/Vps75 acetyltransferase activity; Q5AAJ8; purified Rtt109/Vps75, ThioGlo CoA-SH fluorescence, 4 h; inhibition, % at 34.9 µM; actives 0.16% (n = 330,000); AID 540336;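 active = inhibition of at least 50% in every replicate; inconclusive = best replicate reaches 50% inhibition but some replicates fall short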
dFosB act: activators of mouse delta FosB homodimer | actives 0.99% (n = 340,000) | activation, % at 25 µM | purified delta FosB, TAMRA-CDK5 oligo fluorescence polarization; percent of positive-control signal above neutral wells;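 active = mean activation above about 17%, with every replicate also reaching it, limit read from the data, passing the limit was not always enough; inconclusive = only one of the two conditions met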;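 also: fluorescence polarization rise as delta FosB binds a TAMRA Cdk5 AP-1 oligo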
Target sequence (P13346 whole entry, looked up): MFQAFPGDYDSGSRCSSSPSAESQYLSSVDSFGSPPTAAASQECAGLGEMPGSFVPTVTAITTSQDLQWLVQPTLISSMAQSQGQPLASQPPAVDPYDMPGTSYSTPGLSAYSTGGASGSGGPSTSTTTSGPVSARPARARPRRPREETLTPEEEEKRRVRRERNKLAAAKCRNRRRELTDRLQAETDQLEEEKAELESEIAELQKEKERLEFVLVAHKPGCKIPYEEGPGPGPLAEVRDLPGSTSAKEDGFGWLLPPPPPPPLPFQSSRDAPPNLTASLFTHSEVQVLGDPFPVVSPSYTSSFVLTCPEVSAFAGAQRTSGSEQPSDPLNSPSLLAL
MITF act: increases MITF-driven TRPM1 promoter luciferase signal. actives 0.75% (n = 300,000). AID 588334. activation, % at 12.5 µM. SK-MEL-5 TRPM1-promoter luciferase, 24 h; % of positive control, neutral wells = 0;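 active = mean activation of at least 80% with every replicate also reaching 80%; inconclusive = mean reaches 80% but some replicate falls short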;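 also: 0% = neutral control wells and 100% = parthenolide positive control wells; values of inactives mirror those of a sister screen read the other way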
V-ATPase pH: alters yeast V-ATPase proton transport | actives 0.37% (n = 350,000) | response, % at 10 µM | S. cerevisiae, pHLuorin cytosolic pH fluorescence; in the data active = response mostly above about 7.3%, no sharp cut-off; inactive = mostly below about 5.4%; also: actives read high; inactives centre near 0; some compounds called inactive have numbers as strong as hits
cardiac RTF act: cardiac RTF calcium sensitization; IANBD-labeled TnC RTF fluorescence at EC20 calcium; 0% EC20 calcium, 100% full calcium; AID 493008; actives 0.24% (n = 340,000); P19429+P45379; activation, % at 7.2 µM;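 active = activation above the mean over all tested compounds plus 3 SD, cut at about 30% in these data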;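 also: rise in fluorescence read as greater calcium sensitivity of cardiac thin filaments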
CDK5 inh: blocks human CDK5/p35 kinase activity; Recombinant CDK5/p35, ADP-Glo luminescence, 60 min; AID 488839; inhibition, % at 10 µM; actives 0.01% (n = 330,000); Q00535+Q15078;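 active = highest replicate inhibition of at least 50% and at least 75% of replicates reaching 50%; inconclusive = only one of the two criteria met; inactive = both criteria failed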;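 also: plate controls were DMSO neutral control for no effect and GW8510 at 10 µM for full effect; many of its hits are not listed in these tables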
Target sequence (Q00535 whole entry, looked up): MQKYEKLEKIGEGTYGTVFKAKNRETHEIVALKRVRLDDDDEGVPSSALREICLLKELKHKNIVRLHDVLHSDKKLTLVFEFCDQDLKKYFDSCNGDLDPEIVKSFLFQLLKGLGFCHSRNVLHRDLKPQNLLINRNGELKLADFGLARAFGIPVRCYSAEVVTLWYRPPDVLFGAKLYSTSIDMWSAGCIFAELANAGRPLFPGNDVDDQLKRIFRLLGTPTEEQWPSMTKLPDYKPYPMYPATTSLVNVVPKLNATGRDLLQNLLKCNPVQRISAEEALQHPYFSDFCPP
Target sequence (Q15078 whole entry, looked up): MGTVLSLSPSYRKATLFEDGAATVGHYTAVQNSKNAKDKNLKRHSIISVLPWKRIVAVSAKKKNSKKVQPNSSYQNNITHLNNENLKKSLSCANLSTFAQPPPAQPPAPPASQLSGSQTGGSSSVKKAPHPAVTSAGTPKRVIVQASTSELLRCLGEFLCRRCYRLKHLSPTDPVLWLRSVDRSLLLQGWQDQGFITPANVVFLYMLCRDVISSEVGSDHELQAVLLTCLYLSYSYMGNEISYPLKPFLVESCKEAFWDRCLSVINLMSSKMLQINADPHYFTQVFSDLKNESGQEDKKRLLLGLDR
Tat transport: blocks Tat-dependent protein export in E. coli; E. coli MC4100 TorA-mCherry Tat export, fluorescence; inhibition, % at 10 µM; actives 0.036% (n = 340,000);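 active = mean replicate inhibition at least 50% and at least half of replicates individually reaching 50%; inconclusive = only one of the two criteria met; inactive = neither criterion met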;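 also: exported cargo escapes ClpAP degradation while cytoplasmic cargo is degraded and loses fluorescence; 0% = median of neutral control wells and 100% = median of NaSCN control wells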
CAL PDZ FP-1: CAL PDZ (human) peptide binding inhibition; AID 602252; Q9HD26; inhibition, % at 24.9 µM; purified CAL PDZ, TMR-peptide fluorescence polarization, 1 h; actives 0.92% (n = 300,000);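 active = mean inhibition of at least 30% with at least half of replicates also reaching 30%; inconclusive = no clear call, values can overlap the other calls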;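 also: 0% = DMSO neutral control and 100% = excess unlabeled competitor peptide PRC23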
CAL PDZ FP-2: inhibitors of human CAL PDZ peptide binding; Q9HD26; purified CAL PDZ, TMR-peptide fluorescence polarization, 1 h; inhibition, % at 20 µM; actives 0.02% (n = 330,000); AID 504414;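 active = highest replicate inhibition of at least 40%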;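 also: plate controls were DMSO neutral control wells for no effect and unlabeled competitor peptide control wells for full effect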
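Test system: tagged CAL PDZ domain / Buffer or medium: sodium phosphate/NaCl buffer pH 7.4 with TCEP, IgG, Thesit / Reagent: TMR-labelled reporter peptide T*-PRC34 bound in PDZ groove / Compound dosing: single point, 20 µM / Schedule: 1 h incubation at room temperature before polarization reading / Technique: fluorescence polarization (mP) / Benchmarks: unlabelled peptide, DMSO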
Active calls of the source: *; ? = inconclusive; nt = not tested or not shown.

Compound | Wnt bcat act | Rtt109 Vps75 | dFosB act | MITF act | V-ATPase pH | cardiac RTF act | CDK5 inh | Tat transport | CAL PDZ FP-1 | CAL PDZ FP-2
CSc1nnc([C@@H](NC(=O)OC(C)(C)C)C(C)C)o1 | -5 | 2 | -2 | nt | 1 | -1 | -0.4 | -11 | -3 | nt
CCCCCn1c(CCCNC(=O)CC)nc2ccccc21 | -3 | 4 | -6 | nt | -5 | 5 | 0.5 | -17 | nt | -0.4
Cc1c(NC(=O)C(C)N2C(=O)C3CCCCC3C2=O)c(=O)n(-c2ccccc2)n1C (stereo not given) | 1 | 3 | 4 | 4 | -2 | 2 | -0.8 | 2 | -2 | -2.1
COc1ccc(OCc2cc(C(=O)N3C[C@@H](C)O[C@@H](C)C3)no2)c(Cl)c1 | 13 | -5 | -4 | 70 | 1 | -5 | -0.5 | 0 | -6 | 0.4
CCOC(=O)c1c(C)[nH]c(C)c1C(=O)CSc1nc2ccccc2c(=O)n1-c1ccc(Cl)cc1 | -1 | -1 | 0 | -1 | -2 | -1 | -0.4 | 4 | -3 | 0.6
C#CCNC(=O)C1=C[C@@H](c2csc3ccccc23)C[C@@H](OCc2ccc(CO)cc2)O1 | -1 | 1 | -9 | -6 | -2 | -2 | 1.9 | 7 | -2 | 0.0
COc1ccc(S(=O)(=O)NC2CCCC2)cc1Br | -8 | -6 | -3 | 4 | -1 | -7 | 0.7 | -9 | 0 | -0.6
CCCCCOC(=O)C1=C(C)N(C)C(=O)NC1c1cc(Br)c(O)c(OC)c1 (stereo not given) | -2 | 4 | -7 | nt | -2 | -2 | 1.1 | -10 | nt | -3.0
COc1ccc(S(=O)(=O)N2CCOCC2)cc1NC(=O)CSc1nc(C)c(C)c(C)n1 | -4 | -2 | -7 | 1 | 1 | 2 | 2.4 | -2 | 0 | 0.1
CNc1ccccc1NC(=O)C1CCCN1C(=O)OCc1ccccc1 (stereo not given) | 2 | 6 | -4 | 1 | 4 | -1 | nt | -9 | -2 | -2.3
Cc1ccc(-c2ccc(/C=N\NC(=O)c3cc4c(ccc5ccccc54)o3)o2)cc1[N+](=O)[O-] | nt | 0 | -1 | -2 | -1 | 3 | 2.2 | 1 | -1 | -1.2
COc1ccc(C2=NC(=O)NC2c2ccc(OC)cc2)cc1 (stereo not given) | 3 | 6 | -5 | 7 | -5 | 0 | 0.5 | 14 | -3 | -1.3
CN(C)c1ccc(/C=C(\C#N)C(=O)c2ccccc2)cc1 | 3 | -5 | -9 | 9 | 0 | 80* | 0.1 | -7 | -1 | -1.6
Cc1[nH]c2ccccc2c1-c1nc(N)sc1C | -1 | 6 | -12 | -5 | 4 | 0 | -0.2 | 4 | 0 | -0.8
Clc1cccc(-c2cc3nc4c(c(N5CCOCC5)n3n2)CCCC4)c1 | nt | 19 | -4 | ? | -5 | -1 | -0.9 | 9 | -2 | -1.8
CC1(CNC(=O)C(=O)NCC2(C)CO2)CO1 (stereo not given) | -2 | -1 | 0 | 19 | 2 | 0 | -2.0 | 1 | 41* | 0.9
CC/C(=N\NC(=O)c1c(-c2ccccc2)noc1C)c1ccc(C)o1 | nt | 2 | 2 | -1 | 1 | -5 | 1.9 | -7 | 0 | -2.4
FC(F)(F)COc1nc(OCC(F)(F)F)nc(N2CCN(c3ccccc3)CC2)n1 | nt | -6 | -2 | 31 | 2 | -1 | 0.1 | 0 | 2 | -0.8
O=c1c2c([N+](=O)[O-])cc([N+](=O)[O-])cc2sn1Cc1ccccc1 | 0 | -2 | -1 | -9 | 3 | -6 | 2.5 | -5 | -2 | -0.5
CCn1c(SCC(=O)C(C)(C)C)nnc1-c1cnccn1 | nt | nt | -5 | 3 | -4 | 1 | 0.0 | 6 | -3 | -1.7
CCOC(=O)C1CCN(S(=O)(=O)c2c(C(=O)N3CCCCC3)c(C)n(C)c2C)CC1 | -4 | -4 | 3 | -9 | 0 | 4 | -0.7 | -1 | -2 | -2.4
O=C(NC1CCCCCC1)c1ccc(OCC2CCCO2)cc1 (stereo not given) | 18 | 4 | 0 | 71 | 7.8* | -6 | -2.6 | -3 | -2 | -2.7
O=C(OCC(=O)N1CCCC1=O)c1ccc(F)c(S(=O)(=O)N2CCOCC2)c1 | -1 | -3 | 6 | -2 | -1 | -1 | 0.0 | 0 | 2 | -1.4
O=C(Nc1cc2c3c(c1)CC(=O)N3CCC2)c1ccccc1Br | 4 | 1 | 2 | 20 | -2 | -2 | 1.6 | -5 | -5 | -2.3
Cc1nc2ncnn2c(N2CCCC(C(=O)Nc3ccc4c(c3)CCC4)C2)c1C (stereo not given) | nt | 5 | -14 | -17 | 0 | 2 | 0.3 | -12 | nt | -2.9
Cc1cc(=O)oc2cc(OCC(=O)OCC(=O)Nc3ccccc3F)ccc12 | -2 | 0 | -14 | -18 | 1 | 7 | -4.5 | 3 | -2 | nt
NC(=O)CSc1nccn1Cc1ccc2c(c1)OCO2 | 0 | 0 | -6 | -2 | 3 | -1 | 1.8 | -8 | -5 | -0.5
COc1ccc(N2CCN(C(=O)Cn3cnc4c(cnn4-c4ccc(C)cc4)c3=O)CC2)cc1 | -1 | -1 | 8 | -3 | -3 | -2 | -0.1 | -4 | -1 | -3.9
Cc1ccc(S(=O)(=O)N2CCOCC2)cc1C(=O)NC1CCCC1 | -1 | 3 | -1 | 11 | 1 | 1 | 0.7 | 6 | 0 | -1.4
COC(=O)c1scc2c(=O)cc(C(F)(F)F)[nH]c12 | -1 | -6 | -8 | 1 | -3 | -1 | -0.9 | 0 | -4 | 0.4

Remaining list, next part.
Compound | Wnt bcat act | Rtt109 Vps75 | dFosB act | MITF act | V-ATPase pH | cardiac RTF act | CDK5 inh | Tat transport | CAL PDZ FP-1 | CAL PDZ FP-2
Cc1ccc(N(CC(=O)NCCc2ccccc2)C(=O)c2csnn2)cc1 | 1 | -2 | -1 | -12 | -2 | -2 | -0.6 | 4 | 2 | -1.6
O=C(O)C1CCCN1S(=O)(=O)c1ccc(Cl)c(Cl)c1 (stereo not given) | 0 | 7 | -7 | 0 | 1 | 2 | 11 | -6 | -2 | 0.9
CCOC(=O)C1(Cc2cccc(Cl)c2)CCCN(C(=O)CCN2CCCC2=O)C1 (stereo not given) | 2 | -5 | -3 | 12 | -1 | 0 | -1.0 | 7 | -3 | -2.2
COc1ccc(/C=C2\SC(=O)N(CCNC(=O)C3CC(=O)N(c4ccccc4)C3)C2=O)cc1 (stereo not given) | 10 | 13 | -5 | 30 | 3 | 3 | 1.3 | 7 | nt | -0.6
COc1ccc(CCNC(=S)Nc2ccc(OC)cc2)cc1 | 2 | nt | 2 | -6 | 1 | 0 | -2.3 | 6 | 0 | -2.5
O=C(O)CC1Cc2ccccc2C1C(=O)O (stereo not given) | -5 | -1 | -6 | -2 | 1 | 3 | 1.1 | 8 | 1 | -0.2
CCc1ccc2oc(C(=O)Nc3nonc3CC)c(C)c2c1 | 27 | -6 | -8 | 90* | 5 | 2 | 1.3 | 5 | nt | -0.5
O=C(/C=C/c1ccccc1Cl)NNC(=O)c1cccs1 | 1 | nt | 0 | 9 | 3 | -3 | 0.9 | 3 | -1 | -0.1
O=C(c1ccccc1)c1ccccc1N/C=C/c1nnnn1-c1ccccc1 | -8 | -7 | -2 | nt | 0 | 9 | -1.2 | 9 | -6 | -1.0
O=C(COc1cccc(C(F)(F)F)c1)NCC(c1cccs1)N1CCOCC1 (stereo not given) | 0 | -3 | -13 | -3 | -1 | 2 | -0.2 | 5 | -1 | -1.4
COC(=O)CCC(=O)OC1(C)C(=O)C=C2C=C(C3CC3)N(CCc3c[nH]c4ccccc34)C=C2C1=O (stereo not given) | -2 | 8 | -4 | -9 | -8 | 4 | 0.1 | -1 | 1 | 0.3
NC(=S)NN=C1C2CC3CC(C2)CC1C3 | -2 | 3 | -1 | -1 | 2 | 8 | -0.2 | 3 | nt | -0.7
Cc1cc(NC(=O)CCC(=O)N(CCC(C)C)C(C(=O)NC2CCCC2)c2ccccc2C)no1 (stereo not given) | -2 | 2 | -28 | -8 | -2 | 0 | -0.7 | 14 | -9 | -0.1
CCOc1ccc(NS(=O)(=O)c2ccc(C(=O)NCCCN3CCOCC3)cc2)cc1 | -4 | -1 | -6 | -2 | -1 | 1 | 1.1 | 7 | 2 | -0.2
O=C(CCCn1c(=O)[nH]c2ccccc2c1=O)NCCSCc1ccccc1 | -1 | -5 | -9 | 1 | -2 | 4 | 1.1 | 14 | -2 | -0.8
COc1cc(C(=O)N/N=C/c2coc3ccccc3c2=O)cc(OC)c1OC | -1 | 0 | -11 | 8 | 4 | 3 | 0.7 | -10 | -3 | -1.3
O=C(NCCCN1CCN(CCCNC(=O)c2ccccc2F)CC1)c1ccccc1F | -5 | 1 | -5 | nt | 0 | 10 | -2.4 | -8 | -3 | -3.5
COc1ccc(NC(=O)CCCCC#Cc2ccccc2)cc1 | 1 | -2 | 3 | 6 | 2 | -1 | -2.0 | 2 | 4 | 0.5
CC(=O)c1c(C)nn(C(=O)N2CCOCC2)c1C | nt | -1 | 3 | 13 | nt | 5 | 0.3 | -11 | -2 | 0.8
O=C(NNS(=O)(=O)c1ccccc1[N+](=O)[O-])c1ccc(O)cc1 | 0 | -3 | 4 | 11 | 1 | 2 | 0.6 | -6 | -1 | 0.1
Cc1cccc(N(C)S(=O)(=O)c2ccc(-c3cnc(C4CC4)o3)cc2)c1 | -12 | -4 | -10 | -54 | 0 | -3 | nt | 7 | 0 | -1.9
Cc1ccc(/C=N/NC(=O)c2c[nH]c3ccccc23)s1 | nt | -3 | 0 | 69 | 7 | 0 | 4.0 | -9 | 1 | -1.4
O=C(c1cc2cc(C(F)(F)F)ccc2s1)N1CCOCC1 | 0 | 2 | 3 | 13 | 0 | 1 | 0.0 | -3 | -4 | -1.1
O=C(O)/C=C/c1ccc(OCCCF)cc1 | 0 | nt | 4 | 17 | 0 | -3 | 0.3 | 4 | 5 | 0.4
Cc1cccc(NC(=S)NC(C)C(c2ccccc2)N2CCN(C)CC2)c1C (stereo not given) | -4 | -1 | -6 | 0 | -4 | -1 | 1.4 | 2 | -4 | -1.6
O=C(Nc1ccccc1)OCc1cc(-c2ccccc2Cl)on1 | nt | 6 | -6 | 65 | -1 | -3 | -0.7 | 7 | -3 | 0.1
COc1ccc2[nH]c(C(=O)O)c(NS(=O)(=O)c3ccc(F)cc3)c2c1 | 21 | -12 | -1 | -4 | 5 | -7 | -1.1 | -3 | -5 | -2.9
COc1ccc(-c2cc(C(=O)NC(C)c3ccccn3)c3ccccc3n2)cc1OC (stereo not given) | 3 | -9 | 1 | 16 | -5 | 5 | -2.8 | 3 | -12 | -0.4
